SSB-PriA inh: K. pneumoniae PriA-SSBct interaction inhibition; inhibition, % at 33 µM; AlphaScreen SSBct-PriA binding, biotinylated peptide; 430,000 compounds, 0.6% hits; in the data active means inhibition mostly above about 37%, no sharp cut-off; inactive means mostly below about 20%;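 further: plate controls were negative control peptide for no effect and reference peptide for full effect; strong numbers were not always called active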
An asterisk follows results filed as active; & = joins results of further samples. These rows are one share of the data; rates above refer to the full screens.

structure,SSB-PriA inh
Cc1cc(C(=O)NN=Cc2cccnc2)c(C)o1,-20.8
O=C(NN=Cc1ccc(O)c(O)c1)c1ccc(CSc2cccc3cccnc23)cc1,-6.5
CCOc1cc(C=NNC(N)=O)cc(Br)c1OCC(=O)Nc1cccc2ccccc12,2.2
Cn1c(=O)oc2ccc(S(=O)(=O)NC[C@@](O)(c3ccco3)C3CC3)cc21,-10.0
NS(=O)(=O)c1ccc(CCNC(=O)C(=O)Nc2ccccc2)cc1,-10.0
O=C(CNC(=O)c1cccs1)N/N=C\c1cccs1,12.0
CCOc1ccc(CC(=O)Nc2ccc3c(c2)C(=O)N(CC)CCO3)cc1,-7.0
O=C(NCC1CCN(C(=O)Oc2ccccc2)CC1)c1cc(Br)cs1,-13.0
CCc1ccc(-n2ncc(C(=O)N3CCC(C(N)=O)CC3)c2-n2cccc2)cc1,-12.0
O=C(O)c1ncccc1Br,5.0
COC(=O)c1sc2ccccc2c1NC(=O)c1ccc(Cl)s1,-45.0
N#C/C(=C\c1c(Oc2ccccc2F)nc2ccccn2c1=O)C(N)=O,11.0
CCc1c(C)c(C#N)c2nc3ccccc3n2c1N1CCN(CCOc2cccc(OC)c2)CC1,-18.0
O=C1CN(C(=O)c2csc(Nc3ccccc3)n2)CCN1,-4.0
CCOC(=O)c1c(NC(=O)c2cccc(OC)c2)sc2ccccc12,-16.0
Cc1cccc(-n2ncc3c(=O)n4c(nc32)SCC4CC(=O)NCCc2ccccc2)c1 (stereo not given),-2.0
CCN(CC)S(=O)(=O)c1ccc(C(=O)Nc2nc3ccc4ccccc4c3s2)cc1,5.0
CCC(=O)Nc1ccc(C(C)=NNC(=O)c2ccc(OC)cc2)cc1,2.8
COc1ccccc1C(=O)NC1CCN(C(=O)c2cc(-c3ccc(F)cc3)n[nH]2)CC1,-22.0
CC1=C(C(=O)Nc2cccnc2)C(c2ccccc2[N+](=O)[O-])n2nc(-c3ccco3)nc2N1 (stereo not given),13.0
COc1ccc2nc(N3CCCC(C(=O)O)C3)sc2c1 (stereo not given),-15.0
COc1cccc(C=NNC(=O)c2sc(N)nc2C)c1OC,0.5
Cc1cccc(C)c1NC(=S)NN=Cc1ccc(OCCC(C)C)cc1,7.2
COCCN(Cc1ccoc1)S(=O)(=O)c1c(C)nn(C)c1C,-4.0
O=C(CCCS(=O)(=O)c1ccc(Cl)cc1)N1CCC(Oc2nc3ccccc3s2)CC1,-4.0
COc1cc(Cl)c(C)cc1N/C=C1\C(=O)c2ccccc2N(Cc2ccccc2)S1(=O)=O,-9.0
Cc1cc(C)c(S(=O)(=O)N=C2C=C(Nc3ccc(C(=O)O)cc3)C(=O)c3ccccc32)c(C)c1,66.3
Cn1cc(C(=O)c2ccc(Cl)cc2Cl)cc1C(=O)NN=C(N)COc1ccc(Cl)cc1,-4.5
COc1ccc(OC)c(NC(=O)Cn2c(C)cc(C)c(S(=O)(=O)c3ccc(C)c(C)c3)c2=O)c1,-4.0
CCOC(=O)c1c(N)n(CCNC(=O)c2ccccc2Cl)c2nc3ccccc3nc12,8.0
O=C(Nc1ncnc2sccc12)c1ccc(Cl)cc1Cl,-4.0
COCCn1c(C)cc(C(=O)CSc2nnc(-c3ccccc3)o2)c1C,-5.0
COCc1nc2ccccc2n1C(C)C(=O)O (stereo not given),-3.0
O=C(Cn1nc2c(cc1=O)CCCC2)Nc1ccc(F)cc1,-2.0
CN(C)S(=O)(=O)c1ccc(C(=O)NNC(=O)c2ccc3c(c2)CCCC3)cc1,1.0
O=C(NCCc1cccs1)C1CCCN1c1nc2ccccc2o1 (stereo not given),-15.0
Cn1nc(CNS(=O)(=O)c2ccc(OC(F)(F)F)cc2)cc1-c1ccncc1,-5.0
CN(C)Cc1c(C(=O)NN=Cc2ccc(OCc3ccc(F)cc3)cc2)nnn1-c1nonc1N,0.8
CCC(CC)C(=O)NCCn1ncc2c(=O)n(Cc3cccc(F)c3)cnc21,5.0
CN(C)c1ccc(CCNC(=O)C(=O)Nc2ccc(C(F)(F)F)cc2)cc1,-13.0
Cc1cc(C)cc(OC(C)C(=O)N2CCN(c3ccc4nnc(C)n4n3)CC2)c1 (stereo not given),6.0
Cc1noc(-c2sccc2NC(=O)Cn2cnc3c2c(=O)n(C)c(=O)n3C)n1,-8.0
CC(=O)C1C(c2cc([N+](=O)[O-])ccc2O)NC(=O)NC1(O)C(F)(F)F (stereo not given),-1.0
O=C(NCc1ccc(C(=O)c2ccco2)s1)c1cc(-c2ccccc2)on1,0.0
O=S(=O)(c1ccccc1Cl)N1CCc2oncc2C1,-19.0
O=C(NCc1cncc(-c2cccs2)c1)c1ccc(F)cc1Cl,14.0
CC(=NNC(=O)c1cc(C)nc2ccc(C)cc12)c1ccncc1,-8.8
CSC(N)=NS(=O)(=O)c1ccc(NC(C)=O)cc1,-1.5
COc1cc2c(cc1OC)[C@H](COc1cccc(C(F)(F)F)c1)N(C(=O)C1CCCCC1)CC2,-14.0
O=C(CN1C(=O)CCC1=O)Nc1nc2c(s1)COCC2,-20.0

Among those listed so far, these contain a cyano group:
structure,SSB-PriA inh
N#C/C(=C\c1c(Oc2ccccc2F)nc2ccccn2c1=O)C(N)=O,11.0
CCc1c(C)c(C#N)c2nc3ccccc3n2c1N1CCN(CCOc2cccc(OC)c2)CC1,-18.0

The list goes on:
structure,SSB-PriA inh
O=C(O)CC(CC(=O)O)c1ccc(Br)cc1,6.0
CCCN1CCCc2cc(CCNS(=O)(=O)c3ccc(OC)c(OC)c3)ccc21,67.0*
Cc1cc2cc(CNC(=O)c3ccc(-c4ccccc4)cc3)ccc2[nH]1,-9.0
Nc1c(-c2nc(-c3ccccc3Cl)no2)nnn1-c1ccccc1C(F)(F)F,-7.0
COC(=O)c1ccc(NC(=O)C(=O)NCc2ccsc2)cc1,-2.0
CC(C)(C)n1nc2c(c1NC(=O)C(=O)N1CCC(C(N)=O)CC1)CSC2,-10.0
NC(=O)C1CCN(C(=O)Cc2cn(Cc3ccccc3)c3ccccc23)CC1,-45.0&-11.0
Cc1cccc(OCC(=O)NN)c1,6.0
COc1ccc(NC(=O)c2c(O)c(C)c(C)[nH]c2=O)cc1Cl,-2.0
CC(C)CNC(=O)c1ccc2c(=O)n(C(C)C)c3nn(C)c(=O)n3c2c1,-1.0
COc1ccccc1OCC#CCNS(=O)(=O)c1ccc(Br)s1,-34.0
Nc1nc2c3c(ccc2s1)CCCC3,4.0
Cc1ccccc1OCC(=O)NC1CC(O)C(CO)C1 (stereo not given),-16.0
CCOC(=O)c1c(NC(=O)COc2cccc3c2CCN(Cc2ccc(Br)cc2)C3=O)sc2c1CCC2,-15.0
CO[C@@]1(CNC(=O)CCc2cccc(Cl)c2)CCSC1,-7.0
O=C(Cc1c[nH]c2ccccc12)Nc1cnc(-n2cccn2)nc1,-8.0
c1ccc(-c2nnc3ccc(SCc4cccc5ccccc45)nn23)nc1,5.0
Cn1nc(-c2ccc(Cl)cc2Cl)cc1C(=O)O,-8.0
CC(=O)OC(C)(C)C(=O)N1CCCC(Cc2nc(-c3cnccn3)no2)C1 (stereo not given),-10.0
CN(C)c1ccc(OC2CCN(C(=O)Cc3ccccc3F)C2)nn1 (stereo not given),-2.0

Among those listed so far, these contain a CF3 group:
structure,SSB-PriA inh
Cn1nc(CNS(=O)(=O)c2ccc(OC(F)(F)F)cc2)cc1-c1ccncc1,-5.0
CN(C)c1ccc(CCNC(=O)C(=O)Nc2ccc(C(F)(F)F)cc2)cc1,-13.0
CC(=O)C1C(c2cc([N+](=O)[O-])ccc2O)NC(=O)NC1(O)C(F)(F)F (stereo not given),-1.0
COc1cc2c(cc1OC)[C@H](COc1cccc(C(F)(F)F)c1)N(C(=O)C1CCCCC1)CC2,-14.0
Nc1c(-c2nc(-c3ccccc3Cl)no2)nnn1-c1ccccc1C(F)(F)F,-7.0

(more compounds)
structure,SSB-PriA inh
Cc1cc(C(=O)NN=Cc2cccnc2)c2ccccc2n1,-7.3
COCCn1c(C)cc(C(=O)CSc2nc3sc(C)c(C)c3c(=O)n2-c2ccccc2)c1C,-3.0
O=C(Nc1nc2c(s1)CN(S(=O)(=O)Cc1cccc(F)c1)CC2)c1ccoc1,-20.0
O=C(Cc1ccc(NC(=O)CCc2ccccc2Br)cc1)NCC(F)(F)F,10.0
O=S(=O)(NCCC(O)c1ccoc1)c1ccc2c(c1)OCCO2 (stereo not given),-3.0
Cc1ccccc1-n1nnc(C(=O)Nc2ccccc2)c1N,-7.0
CSC(N)=NN=Cc1ccc2c(c1)OCO2,1.0
CCOc1c(C)cc(S(=O)(=O)NCc2ccsc2)cc1C,-7.0
CN(C)CCCN(C(=O)CN1C(=O)c2ccccc2C1=O)c1nc2cc3c(cc2s1)OCCO3,-9.0&10.0
O=C(Cc1cccs1)N1CCSC(c2ccccc2Cl)CC1 (stereo not given),-6.0

(next part)
SMILES | SSB-PriA inh
O=C(Nc1cccs1)N1CCC(c2ccsc2)CC1 | 14.0
O=C(NN=Cc1ccc(OC(=O)c2ccccc2Cl)cc1)c1ccccn1 | -5.1
CCc1nc2c(sc3cccc(F)c32)c(=O)n1CC(=O)Nc1ccc(C)c(Cl)c1 | -23.0
CCOC(=O)c1ccc(NC(=O)CSc2nc3ccccc3c(=O)n2NC(=O)Cc2ccccc2)cc1 | -4.0
COc1cccc(C(=O)N2CCCN(CCn3nc(C)cc3C)CC2)c1OC | -13.0
O=C(NCC(c1ccc2c(c1)OCO2)N1CCN(c2ccccc2)CC1)c1ccc(C(F)(F)F)cc1 (stereo not given) | -14.0
Cn1cccc1C(CNC(=O)COc1ccc(Cl)cc1Cl)N1CCCC1 (stereo not given) | -2.0
CCOc1nn(CC)cc1-c1nnc(SCC(=O)N2CCc3ccccc32)n1C | -1.0
O=C(COc1ccc(C=NNS(=O)(=O)c2ccccc2)cc1)NCc1ccccc1 | -9.8
COc1ccc(Cl)cc1NC(=O)C1CN(C(=O)c2cnccn2)C1 | 0.0
O=C(CSc1ccc(-c2ccc(-n3cccn3)cc2)nn1)Nc1ccc(F)cc1 | 5.0
CCCc1ccc(S(=O)(=O)Nc2ccc3c(c2)N(C)C(=O)C(C)(C)CO3)cc1 | -2.0
O=C(Nc1cc(N2CCCC2)ncn1)c1ccccn1 | -8.0
O=C(NCCOc1cccc(C(F)(F)F)c1)c1ccccc1Cl | -3.0
CCC(=O)Nc1ccc(SCC(=O)Nc2nc3ccccc3s2)nn1 | 3.0
Cc1ccc(N2C(=O)C3N=NN(Cc4nc(-c5ccc(OC(C)C)cc5)no4)C3C2=O)cc1Cl (stereo not given) | -4.0
O=C(c1ccco1)c1ccc(CNC(=O)N2CCNC2=O)s1 | -9.0
NC(=S)N/N=C\c1ccccc1O | 72.0
COc1ccc(C(=O)CSc2nc(C)c(C(C)=O)cc2C(N)=O)cc1 | -9.0
CCCCC1CCC(C(=O)NCCS(=O)(=O)N2CCN(c3ccccn3)CC2)CC1 (stereo not given) | 0.0
CN1CCN(N=Cc2nc(-c3ccccc3Cl)n3ccccc23)CC1 | 5.7
Cc1[nH]nc(N)c1-c1ccccc1F | 9.0
CC(CC(=O)Nc1cc(C)ccn1)=NNC(=O)c1ccc(C)cc1 | -10.9
NC(=NOC(=O)CSc1ccccc1)c1ccc([N+](=O)[O-])cc1 | 22.6
O=C(NC[C@H]1CCCN(c2nccs2)C1)c1cc(-c2ccc(F)cc2)n[nH]1 | 19.0
CCn1nc(C)c(C=NNC(=O)c2cccc(OC)c2)c1C | -21.8
O=S(=O)(c1ccc(Cl)cc1)N1CCC(c2nc(-c3cccs3)no2)CC1 | -11.0
Cc1ccccc1C1CCN(S(=O)(=O)c2c(C)nn(C)c2C)CCS1 (stereo not given) | 1.0
Cc1ccc(C)c(S(=O)(=O)Nc2ccccc2F)c1 | -22.0
COc1ccccc1C(CNS(=O)(=O)/C=C/c1ccccc1)OC (stereo not given) | -1.0

Next section; the last 2 above are carried over.
SMILES | SSB-PriA inh
Cc1ccc(C)c(S(=O)(=O)Nc2ccccc2F)c1 | -22.0
COc1ccccc1C(CNS(=O)(=O)/C=C/c1ccccc1)OC (stereo not given) | -1.0
COc1cccc(CSc2nnc3n(C)c(=O)c4ccc(C(=O)NC5CCCC5)cc4n23)c1 | -7.0
COc1cccc(-c2c(C(=O)NN=C(C)c3cccs3)nnn2-c2nonc2N)c1 | -15.7
O=C1NC(=NN=Cc2ccccc2O)SC1Cc1ccc(F)cc1 (stereo not given) | -13.2
C=CCn1c(SCC(=O)Nc2cccc(-c3nc4ccccc4s3)c2)nc2scc(-c3ccc(OC)cc3)c2c1=O | -2.0
CC(C)Sc1ccc(C(=O)Nc2nc(-c3ccccn3)cs2)cc1 | 50.6
N#Cc1cccnc1OC1CCN(C(=O)Nc2cccs2)CC1 | 2.0
O=C(NCC(O)c1ccoc1)C(=O)NCC(F)(F)F (stereo not given) | -2.0
O=C(Cc1ccc(F)cc1)NCCS(=O)(=O)N1CCN(c2ccccn2)CC1 | -1.0&0.0
COc1cccc2cc(C(=O)NCc3cnn4ccccc34)oc12 | -1.0
O=C(NCCc1ccc(Cl)cc1)C(=O)NC1CCCCCC1 | -10.0
O=C(NN=Cc1cn(CCOc2ccccc2)c2ccccc12)c1ccncc1 | 15.6
O=C(Nc1nnc(-c2cccs2)o1)c1cccc(NS(=O)(=O)c2ccccc2)c1 | 2.0
COc1ccc(CNC(=O)c2ccc(Cn3c(C)nc4ccccc43)o2)cc1 | 9.0
Cc1ccc(C=NNC(=O)CSc2nnc(-c3ccc(Cl)cc3)n2-c2ccccc2)o1 | -10.8
CCS(=O)(=O)c1ccccc1C(=O)Nc1nc(-c2cccs2)cs1 | 2.0
CCCCOc1ccc(C(=O)NC[C@H](O)c2cccc3ccccc23)cc1 | -9.0

Source: PubChem
